# APEX1 inh: inhibitors of human APE1 endonuclease | P27695 | recombinant APE1, TAMRA/BHQ-2 abasic DNA cleavage fluorescence | Potency, µM (doses to about 65.8 µM), without a hit: at the highest dose activity change, negative = inhibition, most hits filed as inhibitors | 350,000 tested, 0.35% active | AID 2517;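 further: potency means the concentration at half of the fitted maximal effect; plate controls were vehicle for no effect and reference inhibitor for full effect; nearly all actives have a fitted effect of over 55% in size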
# Target sequence (P27695 whole entry, looked up): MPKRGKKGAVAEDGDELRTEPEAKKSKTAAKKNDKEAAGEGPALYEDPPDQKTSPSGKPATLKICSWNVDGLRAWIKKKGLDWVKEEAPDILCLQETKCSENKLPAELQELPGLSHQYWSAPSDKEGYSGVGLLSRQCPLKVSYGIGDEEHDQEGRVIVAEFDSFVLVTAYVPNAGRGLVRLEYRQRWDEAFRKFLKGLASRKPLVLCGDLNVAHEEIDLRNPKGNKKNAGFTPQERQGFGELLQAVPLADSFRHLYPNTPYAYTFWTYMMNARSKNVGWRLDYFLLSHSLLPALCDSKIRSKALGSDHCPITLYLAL
#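 Incision of a quenched TAMRA/BHQ-2 THF abasic-site duplex (50 nM) by 0.75 nM APE1, after 15 min compound preincubation, measured as fluorescence increase over three 60 s reads. Values normalized to buffer, DMSO and NSC13755 control wells.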
# Anesthetic bind: candidate novel general anesthetic via apoferritin binding | AID 485281 | 350,000 tested, 0.074% active | P02791 | apoferritin/1-aminoanthracene competitive binding, fluorescence | Potency, µM (doses to about 77.5 µM), for the others: top-dose activity change, negative = displacement, hits mostly inhibitors; further: potency means the concentration at half of the fitted maximal effect; on the % scale 0 is the no-effect control and ±100 the full control effect; nearly all actives have a fitted effect of over 20% in size
#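 In PBS, apoferritin at 10 uM is loaded with 1-AMA from a 50% saturated solution. After 10 min of compound exposure at ambient temperature, reduced 535 nm fluorescence indicates probe displacement.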
# Pol beta inh: blocks human DNA polymerase beta activity; P06746; Pol beta primer extension/strand displacement, fluorescence kinetic; Potency, µM (highest dose often 114 µM), without a hit: at the highest dose activity change, negative = inhibition, most hits filed as inhibitors; 340,000 tested, 1.3% active; further: potency means the concentration at half of the fitted maximal effect; on the % scale 0 is the no-effect control and ±100 the full control effect
#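 Reaction started by 50 nM substrate onto compound-treated Pol beta (10 nM, 15 min preincubation, room temperature); plates read at 0 min and 10 min. Normalized concentration-effect data fitted by four-parameter Hill equation.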
# Pol iota inh: DNA polymerase iota (human) inhibition | Q9UNA4 | Potency, µM (top dose mostly 115 µM), for inactives: at the top dose activity, negative = inhibition, most hits filed as inhibitors | AID 588590 | Pol iota fluorescent replication assay, 10 min | 390,000 tested, 1% active; further: potency means the concentration at half of the fitted maximal effect
#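 Pol iota at 10 nM preincubated 15 min with compounds at room temperature; reaction started with fluorescent substrate, 50 nM final. Fluorescence read kinetically at 0 and 10 min; buffer-only wells as negative control.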
# Pol eta inh: blocks human DNA polymerase eta activity; Potency, µM (highest dose often 114 µM), for inactives: top-dose activity change, negative = inhibition, actives largely listed as inhibitors; 390,000 tested, 1.2% active; recombinant Pol eta, fluorescent DNA replication assay; further: potency means the concentration at half of the fitted maximal effect; on the % scale 0 is the no-effect control and ±100 the full control effect
# Target sequence (Q9Y253 whole entry, looked up): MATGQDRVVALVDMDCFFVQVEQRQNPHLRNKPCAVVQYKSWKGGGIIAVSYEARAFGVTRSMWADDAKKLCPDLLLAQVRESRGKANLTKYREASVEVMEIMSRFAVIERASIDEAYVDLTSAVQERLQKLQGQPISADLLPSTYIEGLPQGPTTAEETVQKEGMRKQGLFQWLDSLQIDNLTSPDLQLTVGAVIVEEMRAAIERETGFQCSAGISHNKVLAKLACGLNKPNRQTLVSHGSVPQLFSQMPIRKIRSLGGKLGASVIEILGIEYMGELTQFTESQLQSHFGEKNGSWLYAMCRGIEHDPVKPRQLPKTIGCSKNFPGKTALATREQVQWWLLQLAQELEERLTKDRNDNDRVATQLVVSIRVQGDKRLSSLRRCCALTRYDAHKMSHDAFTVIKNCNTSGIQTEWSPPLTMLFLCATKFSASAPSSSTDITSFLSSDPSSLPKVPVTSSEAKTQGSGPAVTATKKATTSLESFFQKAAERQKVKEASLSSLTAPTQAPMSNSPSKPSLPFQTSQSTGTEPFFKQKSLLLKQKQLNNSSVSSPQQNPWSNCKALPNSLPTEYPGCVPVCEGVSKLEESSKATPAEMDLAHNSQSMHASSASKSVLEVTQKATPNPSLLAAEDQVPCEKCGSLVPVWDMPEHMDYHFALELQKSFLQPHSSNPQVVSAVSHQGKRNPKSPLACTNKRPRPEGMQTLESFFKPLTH
#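 Fluorescent replication assay: 50 nM final substrate added after a 15 min room-temperature compound preincubation with 10 nM enzyme. Signal taken at 0 min and again at 10 min.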
# LDHA block: inhibitors of human lactate dehydrogenase A; purified LDHA, NADH/diaphorase-resazurin fluorescence; active compounds read low; activity change, % (values are at about 110 or 230 µM); 480,000 tested, 0.15% active; in the data active means activity change below about -30%; inconclusive means mostly about -25% to -30%;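 further: plate controls were DMSO wells for no effect and wells without enzyme for full effect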
#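 Enzyme activity of human lactate dehydrogenase 5 (2 nM; 0.06 mM NADH, 0.2 mM pyruvate, 5 min, RT) is measured via a resazurin/diaphorase fluorescence readout of residual NADH.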
# BLM inh: blocks DNA unwinding by human BLM helicase; recombinant BLM DNA unwinding, fluorescence dequenching; Potency, µM (highest dose often 56.1 µM), inactives show at the highest dose activity change, negative = inhibition, actives largely listed as inhibitors; 350,000 tested, 0.2% active;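 further: potency means the concentration at half of the fitted maximal effect; plate controls were vehicle for no effect and no enzyme for full effect; nearly all actives have a fitted effect of over 35% in size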
# Glioma ERSR ind: inducers of ER stress response in human glioma cells; U87-MG GRP78 promoter luciferase reporter, 16 h; Potency, µM, for the others: at the highest dose activation, hits mostly activators; 420,000 tested, 0.02% active; AID 602332; further: potency means the concentration at half of the fitted maximal effect; series mostly up to about 76 µM; % of control where 0% means no effect; nearly all actives have a fitted effect of over 35% in size
#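 Stably transfected U87-MG human glioma cells carrying a GRP78-based luminescent sensor were seeded at 1000 cells/well, pin-dosed with compounds and incubated 16 h. Luciferase reagent was then added, and end-point luminescence was read after 10 min at room temperature.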
# Pol kappa inh: blocks human DNA polymerase kappa activity. Q9UBT6. purified Pol kappa, fluorescent DNA synthesis assay, 10 min. Potency, µM (highest dose often 107 µM), for the others: top-dose activity, negative = inhibition, actives largely listed as inhibitors. 400,000 tested, 0.53% active; further: potency means the concentration at half of the fitted maximal effect; on the % scale 0 is the no-effect control and ±100 the full control effect
#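 Kinetic fluorescence readout at 0 and 10 min followed reaction start with substrate at 50 nM final. Beforehand, enzyme (10 nM Pol kappa) stood 15 min with compound at room temperature; buffer-only wells were negative controls.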
# * = called active by the depositor; ? = inconclusive; . = not tested or not shown; [ ] = remark or other dose. Unless noted, the call rests on the fitted dose curve; in most records, active means well fitted curve in the direction sought with a large enough effect; inconclusive means small, poorly fitted or top-dose-only effect, or another doubt; inactive means no such curve, though single readings can be large; an effect the other way counts as inactive or inconclusive. Some of the compounds tested, so the mix of outcomes need not match the whole.
canonical_smiles	Pol iota inh	LDHA block	Pol eta inh	APEX1 inh	Pol beta inh	Anesthetic bind	Pol kappa inh	Glioma ERSR ind	BLM inh
Cc1ccc(C)c(SCC(=O)NNC(=O)c2ccccc2)c1	20%	-2	-12%	62%[activator]	28%	-1%	-2%	1%	-3%
COc1cccc(NC(=O)CN(C)C(=O)CC(C)c2ccccc2)c1 (centres undefined)	-16%	-6	0%	0%	13%	-23%	-6%	-4%	-15%
Cc1cc(=O)c(C(=O)Nc2cccc(N3CCCC3=O)c2)nn1-c1ccccc1F	14%	-16	-5%	-3%	.	.	-7%	-5%	.
Cn1c2c(c(=O)n(C)c1=O)CN(CCN1CCNCC1)CN2	-9%	-1	-6%	0%	-5%	-5%	7%	0%	1%
O=C(O)c1ccccc1-c1cn2cc(Cl)ccc2n1	38%[activator]	4	-19%	6%	0%	-4%	0%	0%	-6%
Clc1cccc(-c2nc(-c3ccccn3)no2)c1	-5%	2	-6%	-4%	4%	?	-8%	-17%	0%
CCn1cc([N+](=O)[O-])c(C(=O)Nc2ccn(Cc3ccccc3)n2)n1	-8%	2	-17%	22%	38%	-9%	-3%	-3%	1%
CCCC(=O)Nc1cc(S(=O)(=O)N2CCOCC2)ccc1N1CCCCC1	73%[activator]	-1	-20%	9%	.	.	-8%	-2%	.
O=C1c2ccccc2C2(c3ccccc3)N1CCN2C(=O)C(Cl)(Cl)Cl (centres undefined)	127%[activator]	-2	-8%	5%	9%	-3%	-20%	-2%	-9%
OCC1OC(C#Cc2ccccc2)C=CC1OCc1ccccc1 (centres undefined)	.	.	.	1%[12.4 µM]	.	-11%[15.3 µM]	.	-2%	3%[12.4 µM]
CCN=c1sc(C(=O)OC)cc(=O)n1CC	17%	-11	2%	-2%	0%	0%	-17%	0%	-2%
O=C(CCc1ccc(S(=O)(=O)N2CCOCC2)cc1)Nc1cc(Cl)ccc1N1CCOCC1	-6%	-4	-2%	10%	20%	-15%	-8%	3%	-5%
COc1cc(C2C(C#N)=C(N)Oc3n[nH]c(-c4cccs4)c32)cc(OC)c1O (centres undefined)	111%[activator]	5	1%	10%	0%	-5%	-6%	-2%	-10%
CN1C(=O)CC(Nc2cccc3cccc(N)c23)C1=O (centres undefined)	3%	5	-12%	?	3%	-14%	-22%	-2%	-19%
O=C1Nc2cc(C(=O)NCCCN3CCCC3)ccc2S/C1=C/c1ccccc1F	30%	-2	?	58%[activator]	1%	-20%	13%	-6%	11%
Cc1cc(C)nc(S/C=C/C(=O)c2ccc(F)cc2)n1	.	.	.	?	1%	-5%	.	.	-2%
Nc1cc(OC(=O)c2ccccc2Br)nn1S(=O)(=O)c1ccccc1	?	-10	-2%	-5%	11%	?	-5%	0%	-1%
Cn1cc(S(=O)(=O)NC[C@H]2O[C@@H](n3ccc(=O)[nH]c3=O)[C@H](O)[C@@H]2O)cn1	-4%	-5	-1%	.	.	.	-16%	-2%	.
CC(C)NCC#CCOc1ccc(Cl)cc1	42%[activator]	-9	-24%	-4%	0%	-13%	0%	1%	-2%
CC(C)CCNC(=O)CC1C(=O)N(Cc2ccccc2)C(C)c2nc3ccccc3n21 (centres undefined)	44%[activator]	-4	-10%	1%	-3%	-5%	-5%	-2%	0%
CC(C)(C)NS(=O)(=O)c1ccc(/C=C/C(=O)O)cc1	62%[activator]	0	-14%	15%	27%	-6%	7%	-1%	-1%
COc1cc(OC)cc(-c2nnc(SCC(=O)N3CCC(C)CC3)o2)c1	35%[activator]	-5	-11%	.	-7%	2%	-25%	-2%	1%
CCOc1cc(C=O)cc(Br)c1OCC(N)=O	8%	-5	-21%	-2%	21%	-9%	-1%	-5%	2%
O=C(c1nc(SCc2ccc([N+](=O)[O-])cc2)n2ccccc12)C(F)(F)F	16%	-10	7%	-16%	18%	-2%	-7%	-9%	-5%
CC(C)COc1ccc(C(=O)N2CCN(CCc3ccncc3)CC2)cc1	-2%	-5	-3%	.	34%	-8%	-6%	0%	1%
CC(C)(CO)NCc1cccs1	11%	0	-10%	5%	6%	-2%	8%	0%	10%
Cc1c(Cl)cccc1NC(=O)Nc1nnc(N(C)Cc2ccccc2)s1	5%	-10	-21%	.	-1%	?	-9%	-2%	-7%
COC(=O)CSC1=C(C#N)C(c2ccc(C)o2)CC(=O)N1 (centres undefined)	-10%	-2	-2%	14%	2%	-4%	-5%	-5%	-2%
CN1C(=O)C(=O)/C(=C(/O)c2ccccc2)C1c1ccccc1 (centres undefined)	?	1	-4%	34%	-22%	-2%	-23%	-1%	1%
CCOC(=O)N1CCC(=NNS(=O)(=O)c2cccc([N+](=O)[O-])c2)CC1	1%	6	-8%	-1%	9%	-12%	-7%	-3%	-14%
C#CCOc1ccc(Cl)cc1/C=C1/C(=O)ON=C1C	-28%	-1	-7%	4%	-12%	-16%	1%	5%	-2%
CCOC(=O)/C=c1\s/c(=C\c2ccc3cc(OC)ccc3c2)c(=O)n1CC(=O)NCC1CCCO1 (centres undefined)	44%[activator]	3	-18%	-4%	17%	-9%	-4%	0%	-2%
CCOc1ccc2nc(SCC(=O)N(CCOC)c3c(N)n(Cc4ccccc4)c(=O)[nH]c3=O)[nH]c2c1	24%	-4	-11%	28%	.	.	-2%	1%	.
O=C(CCCN1C(=O)/C(=C\c2cccs2)SC1=S)Nc1cccnc1	?	-6	4%	1%	?	-14%	-14%	-3%	-4%
COc1ccccc1-c1nn(Cc2ccccc2)cc1/C=C/C(=O)O	24%	-2	9%	3%	2%	3%	13%	-2%	-2%
O=C(CCc1nc2ccccc2c(=O)[nH]1)Nc1nnc(SCc2ccc(F)cc2)s1	16%	-2	?	-29%	.	.	-14%	-4%	.
C=CCn1c(SCC(=O)NCc2ccco2)nnc1-c1cccc(N(C)C)c1	-10%	5	.	.	.	.	0%	-1%	.
COc1ccc(C(=O)Nc2cc(-c3nn4c(C)nnc4s3)ccc2C)cc1	-18%	0	-11%	-5%	2%	-18%	15%	-3%	2%
CC(=O)Nc1cccc(NC(=O)C2CCCN2C(=O)Nc2ccccc2C)c1 (centres undefined)	16%	-2	8%	-1%	1%	-12%	-10%[60.1 µM]	-3%	1%
C[C@@H](C(=O)N=c1sc2ccccc2n1C)N1C(=O)C2CC=CCC2C1=O (some centres undefined)	26%	-16	-19%	.	.	.	-5%	1%	.
CN(Cc1ccccc1)C(=O)C1CCC(CNS(=O)(=O)c2cccc3cccnc23)CC1 (centres undefined)	-17%	-9	-15%	-8%	4%	-11%	-1%	-3%	-9%
Cc1cc2cc(C(c3nnnn3CC3CCCO3)N3CCCc4ccccc43)c(=O)[nH]c2cc1C (centres undefined)	9%	21	-15%	4%	-3%	-24%	0%	-1%	-1%
O=[N+]([O-])c1ccccc1OCC(O)CNC1CCCC1 (centres undefined)	17%	-1	11%	4%	25%	1%	-9%	19%	1%
COc1cc(Nc2nc(SCC(=O)c3ccc(Br)cc3)nc3ccccc23)cc(OC)c1	79µM*	-3	?	.	?	-10%	1%[60.1 µM]	-11%	-12%
O=C(COc1ccccc1Cl)Nc1nc(-c2ccc(F)cc2)ns1	1%	-6	-4%	.	31%	8%	4%	-5%	1%
Clc1ccc(Cn2ncc3c(NCCN4CCOCC4)ncnc32)cc1	-15%	-2	-15%	2%	8%	5%	4%	-2%	-1%
COc1cc(OC)cc(C(=O)NCCNc2nc3cc(C)cc(C)c3cc2C#N)c1	9%	-3	-17%	1%	-3%	-10%	6%	-5%	-2%
O=C(CN1CCOc2ccccc21)N1CCCC1	-8%	2	-7%	?	1%	-9%	1%	2%	0%
COc1cc(C(=O)OCCC(C)C)cc(OC)c1O	14%	8	-15%	50%[activator]	-27%	0%	-2%	0%	-10%
Cn1c(-c2ccc(C=O)s2)nc2ccccc21	8%	-6	-8%	-1%	?	861%[activator]	0%	-3%	2%
O=C(NC1CCCCC1)NC1CCCCC1	.	.	.	15%	.	2%	-6%[60.1 µM]	-5%	-8%
CN1N=C(C(=O)N2CCCC(Nc3ccc(F)c(F)c3)C2)CCC1=O (centres undefined)	35%[activator]	6	-19%	-19%	0%	-14%	-7%	-3%	-3%
CCOc1ccccc1C(=O)NC1(C(F)(F)F)C(=O)Nc2c1c(=O)[nH]c(=O)n2-c1ccccc1 (centres undefined)	5%	-12	-14%	.	28%	6%	-1%	-7%	1%
CCOC(=O)c1cc(-c2ccccc2)n(CCC(=O)NCCc2ccc(C)cc2)c1C	?	3	-3%	.	2%	69%[activator]	-16%[60.1 µM]	-5%	-5%
CCCCc1cn([C@@H](CCCCN)C(=O)N2CCNCC2)nn1	-11%	-19	-14%	2%	12%	1%	-5%	-4%	0%
CSc1nc2nc(-c3ccccc3)cc(=O)n2[nH]1	?	-1	-5%	?	?	6%	4%	-3%	-1%
CC(C)Cn1c(N)cc(=O)n(C)c1=O	38%[activator]	-3	-6%	0%	6%	1%	3%	-2%	-3%
Cc1ccnc(NC(=O)CCS(=O)(=O)c2ccccc2)c1	16%	-12	7%	12%	22µM*	1%	-13%	6%	-1%
Cc1ccsc1/C=N\Nc1cn[nH]c(=O)c1Cl	52%[activator]	-2	-16%	-6%	-23%	8%	0%	5%	-11%

# Shown as a hit in Pol iota inh, of those listed so far:
canonical_smiles	Pol iota inh	LDHA block	Pol eta inh	Anesthetic bind	Pol kappa inh	BLM inh
COc1cc(Nc2nc(SCC(=O)c3ccc(Br)cc3)nc3ccccc23)cc(OC)c1	79µM*	-3	?	-10%	1%[60.1 µM]	-12%
